From PubChem BioAssay
SW480 rerep: inducers of DNA re-replication in SW480 colon cancer cells; SW480 DNA re-replication, Hoechst DNA content imaging, 48 h; Potency, µM (top dose mostly 46.1 µM), for inactives: at the top dose re-replication activation, hits mostly activators; 340,000 tested, 1.8% active; AID 624297; further: potency means the concentration at half of the fitted maximal effect; % of control where 0% means no effect; nearly all actives have a fitted effect of over 55% in size
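DNA re-replication was detected as more nuclei of elevated Hoechst intensity after 48 hr exposure to compound (23 nL pinned per well of 250 cells).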
D3 antag: antagonists of human D3 dopamine receptor. P35462. D3R cells, DiscoveRx beta-arrestin luminescence, antagonist mode; hits give low values. max response, negative = inhibition, %. 360,000 tested, 2.5% active. AID 652054; in the data active means max response below about -50%; inconclusive means no clear call, values can overlap the other calls; further: on the % scale 0 is the no-effect control and ±100 the full control effect; mostly tested at two doses, the higher about 12 µM
Target sequence (P35462 whole entry, looked up): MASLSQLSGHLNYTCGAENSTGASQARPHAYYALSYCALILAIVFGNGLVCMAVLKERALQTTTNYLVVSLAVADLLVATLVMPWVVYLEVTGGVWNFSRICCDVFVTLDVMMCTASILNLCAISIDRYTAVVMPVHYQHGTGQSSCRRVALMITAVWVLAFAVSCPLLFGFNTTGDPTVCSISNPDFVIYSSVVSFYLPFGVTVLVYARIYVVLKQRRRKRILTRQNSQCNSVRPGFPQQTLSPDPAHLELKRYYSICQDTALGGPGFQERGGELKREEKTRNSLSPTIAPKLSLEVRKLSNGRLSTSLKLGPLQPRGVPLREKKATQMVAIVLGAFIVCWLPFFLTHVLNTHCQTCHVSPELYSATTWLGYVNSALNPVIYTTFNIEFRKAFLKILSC
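Cells plated overnight at 1500 cells/well, then exposed to library compounds with dopamine controls for 90 minutes at 37 degrees C. DiscoveRx reagent added for 30–60 minutes at room temperature; luminescence read, quantitative HTS format.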
D3 ag: agonists of human D3 dopamine receptor; 410,000 tested, 0.58% active; max activation, %; D3R DiscoveRx beta-arrestin cells, luminescence, 90 min; P35462; in the data active means max activation above about 30%; further: 0% is about no effect; mostly tested at two doses, the higher about 12 µM
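Cells at 1500/well, incubated overnight, then treated with pinned compounds (dopamine as control) for 90 min at 37 degrees C. DiscoveRx reagent added for 30 - 60 minutes at room temperature; luminescence read.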
GLP1R ag: agonists of human GLP-1 receptor; HEK293 GLP-1R CRE-luciferase, luminescence, 4-6 h; cells express a hypersensitive GLP-1R form; P43220; Potency, µM (series often up to 45.6 µM), without a hit: at the top dose activation, hits mostly activators; 380,000 tested, 0.007% active; further: potency means the concentration at half of the fitted maximal effect; % of control where 0% means no effect
Target sequence (P43220 whole entry, looked up): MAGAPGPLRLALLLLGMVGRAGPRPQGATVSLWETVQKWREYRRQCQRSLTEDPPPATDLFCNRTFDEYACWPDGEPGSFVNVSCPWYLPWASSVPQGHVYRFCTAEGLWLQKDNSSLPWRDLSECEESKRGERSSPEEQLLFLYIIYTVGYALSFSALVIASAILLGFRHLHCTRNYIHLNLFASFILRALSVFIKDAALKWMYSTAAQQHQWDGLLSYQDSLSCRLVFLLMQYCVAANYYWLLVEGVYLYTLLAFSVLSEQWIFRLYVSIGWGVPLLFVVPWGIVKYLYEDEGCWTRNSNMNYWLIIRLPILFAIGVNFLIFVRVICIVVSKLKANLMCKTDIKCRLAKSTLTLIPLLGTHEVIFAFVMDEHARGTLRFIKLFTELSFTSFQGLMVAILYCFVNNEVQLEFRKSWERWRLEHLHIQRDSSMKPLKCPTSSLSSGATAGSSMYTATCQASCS
HT1080NT lethal: kills 2HG-producing HT-1080-NT fibrosarcoma cells; Potency, µM (top dose mostly 46.1 µM), inactives show at the top dose activity, negative = less viability, usual class: cytotoxic; HT-1080-NT fibrosarcoma viability, CellTiter-Glo ATP luminescence, 48 h; 360,000 tested, 1.6% active;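 further: NT is the 2HG producing partner of a matched IDH1 knockdown line; potency means the concentration at half of the fitted maximal effect; 0% = DMSO-treated cells and -100% = media-only wells without cells; nearly all actives have a fitted effect of over 55% in size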
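Viability of the 2HG-overproducing fibrosarcoma line after 48 hours of compound exposure at 37 degrees C was determined by luminescence with CellTiter-Glo, and concentration-effect curves were then fitted and categorized.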
HT1080 IDH1KD tx: toxicity to HT-1080 IDH1 knockdown cells (counter line); HT-1080 IDH1 knockdown viability, ATP luminescence, 48 h; Potency, µM (series often up to 46.1 µM), for the others: at the top dose activity, negative = toxicity, usual class: cytotoxic; 360,000 tested, 2% active; AID 686971;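 further: potency means the concentration at half of the fitted maximal effect; 0% = DMSO wells and -100% = cell-free medium wells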
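IDH1KD HT-1080 cells, 750/well, RPMI + 5% FBS; compound pinned after 2 h settling; 48 h, 37 °C; CellTiter-Glo luminescence; % activity normalised to DMSO and no-cell wells; curves fitted, classed by r2 and efficacy.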
KB-3-1 tox: kills parental KB-3-1 adenocarcinoma cells; KB-3-1 viability, CellTiter-Glo ATP luminescence, 72 h; Potency, µM (doses to about 46.1 µM), without a hit: at the highest dose activity change, negative = cytotoxic, hits mostly cytotoxic; 400,000 tested, 1.4% active; further: potency means the concentration at half of the fitted maximal effect; on the % scale 0 is the no-effect control and ±100 the full control effect; nearly all actives have a fitted effect of over 60% in size
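Parental KB-3-1 viability, qHTS format: 72 h compound exposure, 37 °C; CellTiter-Glo; media-only wells and DMSO plates as controls; concentration-effect fits on corrected data.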
IL1B secr inh: inflammasome signaling inhibition, IL-1 beta readout. THP-1 LPS/ATP IL-1B secretion, AlphaLISA, 16 h; hits give low values. activity change, % at 57.5 µM. 360,000 tested, 4.7% active. AID 743279; in the data active means activity change below about -50%; inconclusive means mostly about -30% to -49%; further: on the % scale 0 is the no-effect control and ±100 the full control effect
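Secreted IL-1B measured by AlphaLISA bead assay after 16 h compound exposure of THP-1 cells; compounds (final up to 57.5 uM) added 1 h before LPS (250 ng/mL) and ATP (1.25 mM) stimulation; lower signal means less secretion.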
KB-V1 cytotox: KB-V1 MDR subline cytotoxicity | 400,000 tested, 3.4% active | KB-V1 MDR cells viability, CellTiter-Glo, 72 h | Potency, µM (titrated, usually from 46.1 µM), inactives show top-dose activity change, negative = cytotoxicity, hits mostly cytotoxic | AID 1347076; further: potency means the concentration at half of the fitted maximal effect; on the % scale 0 is the no-effect control and ±100 the full control effect; nearly all actives have a fitted effect of over 60% in size
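KB-V1 MDR subline cells in DMEM (phenol-red free, 10% FBS) exposed to compounds in qHTS concentration series for 72 h at 37 degrees C. Viability read by CellTiter-Glo luminescence; concentration-effect curves fitted after normalization and correction.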
Active calls of the source: *; ? = inconclusive; · = not tested or not shown; [ ] = another dose, or the depositor's remark. Unless noted, the call rests on the fitted dose curve; in most records, active means well fitted curve in the direction sought with a large enough effect; inconclusive means small, poorly fitted or top-dose-only effect, or another doubt; inactive means no such curve, though single readings can be large; an effect the other way counts as inactive or inconclusive.

SMILES	SW480 rerep	D3 antag	D3 ag	GLP1R ag	HT1080NT lethal	HT1080 IDH1KD tx	KB-3-1 tox	IL1B secr inh	KB-V1 cytotox
Cc1ccc(-c2nc3ccccc3[nH]c2=O)cc1	?	-12	-3	2%	-9%	-15%	3%	0	20%
CC1CC2OC2CC1COC(=O)C1CC2OC2CC1C (stereo not given)	8%	8	-12	17%	8%	12%	2%	17	13%
COc1ccc(Nc2ccc(Nc3ccc(OC)cc3)nn2)cc1	?	-6	-3	6%	19%	13%	1%	26	8%
COc1ccc(-c2csc(C(NC(C)=O)c3cccc(F)c3)n2)cc1 (stereo not given)	·	25	4	5%	-4%	4%	0%	-10	?
CCCC1=[N+](CC(=O)c2ccc(C)cc2)CCn2cccc21	?	8	1	-6%	-5%	-16%	0%	-2	-4%
C=C[C@]12CC[C@H](OC(C)=O)CC1=CCC1C2CC[C@@]2(C)C1CCC21OCCO1 (stereo not given in full)	-7%	13	8	7%	16%	21%	1%	13	-4%
Cc1ccc(C(C2C(=O)CC(C)(C)CC2=O)C2C(=O)CC(C)(C)CC2=O)s1	0%	0	-6	-4%	?	-1%	-17%	-12	5%
Oc1c(C(c2ccc(Cl)cc2)N2CCCC2)cc(Cl)c2cccnc12 (stereo not given)	25%	-106*	-9	-2%	?	?	5%	104	7%
O=[N+]([O-])c1cccc(-c2cc(C(F)(F)F)n3nc(-c4ccccc4)cc3n2)c1	-4%	-10	-11	-6%	-1%	2%	2%	-4	23%
Cc1cc(-c2ccccc2)nn1-c1nc2c(c(=O)[nH]c(=O)n2C)n1C	-1%	35	8	13%	2%	17%	2%	6	1%
Cc1ccc(C(=O)N/C(=C/c2ccc(-c3ccc([N+](=O)[O-])cc3)o2)C(=O)NCCCN(C)C)cc1	23µM*	-25	-14	6%	23µM*	?	6%	·	-12%
O=C(CN1CCCCC1)N/N=C/c1cc2ccccc2nc1Cl	30%	13	-4	0%	3%	24%	8%	13	-4%
O=S(=O)(NCc1ccco1)c1cccc(S(=O)(=O)N2CCCCC2)c1	0%	-9	3	-6%	7%	4%	8%	-5	-2%
C(=C\c1ccccc1)/CN1CCN(C(CCc2ccccc2)c2nnnn2C2CCCCC2)CC1 (stereo not given)	·	-59*	-20	14%	?	?	0%	-22	?
O=C(NC(=S)NCC1CCCO1)c1ccccc1 (stereo not given)	·	5	-1	9%	4%	-1%	?	3	-4%
CCOc1ccc(NC(=O)CN(C)C(=O)c2ccc(=O)[nH]c2)cc1OCC	0%	-18	-10	0%	-4%	5%	2%	5	18%
CCCCC(c1nnnn1CCOC)N1CCN(C(=O)c2ccco2)CC1 (stereo not given)	-1%	3	0	3%	0%	3%	-2%	19	-14%
Cc1c(O)c(CN2CCCCC2)cc2c3c(c(=O)oc12)CCC3	3%	-13	-3	-2%	9%	1%	8%	-12	-27%
COc1ccc(C(=O)OCC(=O)c2cc(C)n(CC3CCCO3)c2C)cc1[N+](=O)[O-] (stereo not given)	-1%	7	2	26%	2%	-1%	2%	8	-9%
COc1ccc(NC(=O)C(c2ccccc2)c2ccccc2)cn1	-2%	10	1	4%	-4%	0%	-1%	15	-20%
CCN1C[C@@H]2[C@@H]3C(=O)N(C)C(=O)[C@@H]3[C@](C)(C1=O)N2C(=O)c1ccc(C)cc1	-46%[inhibitor]	15	-6	-2%	17%	14%	?	6	?
CCOc1ccccc1CN1CCC(n2nccc2NC(=O)CCc2ccccc2)CC1	15%	-25	-1	-3%	6%	29%	6%	-15	?
O=C(NCC12CC3CC(CC(C3)C1)C2)c1cc2n(n1)C(C(F)(F)F)CC(c1ccco1)N2 (stereo not given)	?	18	9	1%	?	-22%	0%	-87*	-20%
C=CCNC(=S)N/N=C(\C)c1cccc(OC)c1	4%	-21	-17	-4%	-4%	11%	0%	-77*	23µM*
Cc1ccc(C(=O)c2cc([N+](=O)[O-])ccc2N2CC(C)OC(C)C2)cc1 (stereo not given)	12µM*	?	-7	5%	18µM*	?	-26%	33	?
COc1ccccc1CNC(=O)CC(NS(=O)(=O)c1ccc(C)cc1)c1ccco1 (stereo not given)	-1%	3	1	0%	13%	8%	-3%	-1	?
CC(C)(C)c1ccc(NC(=O)c2ccccc2)c([N+](=O)[O-])c1	-4%	-13	-8	13%	19%	-1%	-3%	-29	3%
CCOC(=O)C1(C)CCCN(C(=O)c2ccc(OC)c(OC)c2)C1 (stereo not given)	·	-30	-5	6%	18%	8%	0%	-11	-1%
COc1cccc(CN2CCC2(C)C(=O)NCc2cccc(C(F)(F)F)c2)c1OC (stereo not given)	·	65	15	-3%	?	?	0%	-1	-17%
CCCN(CC(=O)Nc1ccc(Cl)cc1Cl)C(=O)c1ccc(=O)[nH]c1	11%	0	2	5%	0%	0%	13%	-14	0%
COc1ccc(CC(=O)Nc2cc(Cl)ccc2O)cc1	5%	-22	-17	6%	-24%	-17%	-12%	7	-28%
COc1ccccc1NC(=O)c1ccc(COc2ccccc2OC)o1	8%	53	11	1%	-2%	4%	1%	-2	-20%
O=C(c1cc(COc2ccc(F)c(F)c2)on1)N1CCSCC1	1%	0	-4	-8%	16%	8%	13%	0	7%
Cc1ccc([N+](=O)[O-])cc1NC(=O)CN(C(=O)c1ccc(Cl)cc1)C1CCCCC1	16%	0	-7	-2%	-14%	?	?	-28	23µM*
CC(C)CNC(=O)c1cccc(NC(=O)CSc2ccccc2)c1	-3%	-15	12	9%	9%	13%	?	8	-2%
CCc1ccccc1Nc1nn2c(=O)c3ccc(C(=O)NCc4ccccc4OC)cc3nc2s1	·	·	3	6%	·	·	2%	·	?
CC1=C(C(=O)Nc2cccnc2)C(c2ccc(F)cc2)n2nc(SCc3ccccc3F)nc2N1 (stereo not given)	·	·	-7	0%	·	·	14%	·	1%
CCCC[C@H]1C2=C3[C@@H](CC(C(=O)OC)=C[C@@H](C(=O)OC)[C@H]3C(C)(C)C2=O)n2c(=O)n(-c3ccccc3)c(=O)n21	4%	31	15	-4%	4%	-2%	0%	-5	?
COCCOC(=O)c1c(N)n(CCCN2CCOCC2)c2nc3ccccc3nc12	-5%	11	2	-1%	5%	4%	-5%	8	-2%
CCC(CC)C(=O)Nc1c2cnn(-c3ccccc3)c2nc(=O)n1-c1ccccc1	-4%	-8	6	6%	-1%	0%	-9%	36	?
CCn1nc(C)c(CNC(=O)c2ccc(OC3CCN(Cc4ccccn4)CC3)cc2)c1C	2%	23	19	-3%	?	-26%	·	23	·
Cc1ccc(CSc2nnc(-c3ccc(S(=O)(=O)N4CCCC4)cc3)o2)cc1	-2%	17	-4	3%	2%	-1%	12%	-7	-10%
COc1ccccc1N(CN1C(=O)c2ccccc2C1=O)C(=O)c1cccnc1	-11%	-11	6	-5%	12%	-4%	1%	4	3%
Cc1ccc(C(=O)N[C@H](C(=O)Nc2ccc(F)cc2)C(C)C)cc1	4%	-1	-7	6%	2%	2%	9%	-16	-2%
COC(=O)[C@@]12C[C@@H](CC(=O)N3CCCCC3)C(=O)N(Cc3cccc4ccccc34)C1=CCC(C)(C)C2	·	1	-1	·	?	?	?	-12	?
N#Cc1c(N)sc(=S)c2c1CCCCC2	17%	-25	1	0%	0%	11%	0%	4	25%
c1ccc(CCc2ccccc2-c2nc(-c3cccnc3)no2)cc1	?	-3	-3	-2%	-12%	-11%	0%	8	-9%
CCOC(=O)c1c(N)n[nH]c1-c1ccc(OC)cc1	-4%	3	3	0%	0%	-11%	16%	0	-12%
CN(Cc1ccon1)C(=O)CC1C(=O)NCCN1Cc1ccccc1C(F)(F)F (stereo not given)	?	3	4	2%	1%	3%	4%	-1	35%
O=C1/C(=C/c2ccc(Cl)cc2)SC(=S)N1CCC(=O)N1CCCCC1CCO (stereo not given)	?	3	3	-4%	0%	-4%	0%	-27	-17%
The results go on:
SMILES	SW480 rerep	D3 antag	D3 ag	GLP1R ag	HT1080NT lethal	HT1080 IDH1KD tx	KB-3-1 tox	IL1B secr inh	KB-V1 cytotox
COc1ccc(Br)cc1CN1C(=O)NC2(CCCCCC2)C1=O	-4%	-27	0	23%	-4%	-23%	-10%	-15	-15%
C/C(=N\NC(=O)COc1cccc2ccccc12)c1cccs1	15%	2	1	2%	-1%	1%	14%	0	?
CCc1nnc(NC(=O)c2ccc3ncsc3c2)s1	-10%	-4	3	1%	22%	13%	1%	-11	-5%
Cc1nnc(N(C)C(=O)c2ccncc2)s1	-4%	-7	2	-5%	5%	4%	6%	12	?
C=CCONC(=O)c1cc(OCC(F)(F)F)ccc1OCC(F)(F)F	-1%	-6	-7	-4%	9%	7%	-21%	-9	?
Cc1cc(C)nc(N2CCC(C(=O)NC3CC3)CC2)n1	-7%	1	6	0%	0%	-15%	-3%	7	0%
COc1ccc(CC(=O)NCc2ccccn2)cc1OC	-3%[9.22 µM]	-3	-4	2%	4%	5%	5%	13	-4%

Fetched by structure from the entries so far, four records:
SMILES	SW480 rerep	D3 antag	D3 ag	GLP1R ag	HT1080NT lethal	HT1080 IDH1KD tx	KB-3-1 tox	IL1B secr inh	KB-V1 cytotox
CCc1nnc(NC(=O)c2ccc3ncsc3c2)s1	-10%	-4	3	1%	22%	13%	1%	-11	-5%
COc1ccc(Br)cc1CN1C(=O)NC2(CCCCCC2)C1=O	-4%	-27	0	23%	-4%	-23%	-10%	-15	-15%
Cc1nnc(N(C)C(=O)c2ccncc2)s1	-4%	-7	2	-5%	5%	4%	6%	12	?
C=CCONC(=O)c1cc(OCC(F)(F)F)ccc1OCC(F)(F)F	-1%	-6	-7	-4%	9%	7%	-21%	-9	?
